cardiac RTF act: cardiac RTF calcium sensitivity activators, primary screen, biochemical, IANBD-TnC fluorescence, EC20 calcium; Troponin I, cardiac muscle (Homo sapiens) + Troponin T, cardiac muscle (Homo sapiens) + …; IANBD-labeled TnC RTF fluorescence at EC20 calcium; 0% EC20 calcium, 100% full calcium; activation, % at 7.2 µM; 340,000 tested, 0.24% active; AID 493008, 2010;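 active = activation above the mean over all tested compounds plus 3 SD, cut at about 30% in these data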;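 note: rise in fluorescence read as greater calcium sensitivity of cardiac thin filaments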
Keap1-Nrf2 PPI: Keap1-Nrf2 protein-protein interaction inhibitors, primary screen, biochemical, fluorescence polarization, single point; inhibition, % at 9.4 µM; Keap1 Kelch-Nrf2 peptide fluorescence polarization, 1536-well; 340,000 tested, 0.15% active; Kelch-like ECH-associated protein 1 (Homo sapiens), Q14145; in the data active = inhibition above about 12%;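 note: human Keap1 Kelch domain with fluorescein labeled Nrf2 9mer peptide probe; 0% = neutral control wells and 100% = peptide positive control; higher means more block of Keap1 binding to Nrf2 peptide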
Target sequence (Q14145 whole entry, looked up, the tested form may be a part): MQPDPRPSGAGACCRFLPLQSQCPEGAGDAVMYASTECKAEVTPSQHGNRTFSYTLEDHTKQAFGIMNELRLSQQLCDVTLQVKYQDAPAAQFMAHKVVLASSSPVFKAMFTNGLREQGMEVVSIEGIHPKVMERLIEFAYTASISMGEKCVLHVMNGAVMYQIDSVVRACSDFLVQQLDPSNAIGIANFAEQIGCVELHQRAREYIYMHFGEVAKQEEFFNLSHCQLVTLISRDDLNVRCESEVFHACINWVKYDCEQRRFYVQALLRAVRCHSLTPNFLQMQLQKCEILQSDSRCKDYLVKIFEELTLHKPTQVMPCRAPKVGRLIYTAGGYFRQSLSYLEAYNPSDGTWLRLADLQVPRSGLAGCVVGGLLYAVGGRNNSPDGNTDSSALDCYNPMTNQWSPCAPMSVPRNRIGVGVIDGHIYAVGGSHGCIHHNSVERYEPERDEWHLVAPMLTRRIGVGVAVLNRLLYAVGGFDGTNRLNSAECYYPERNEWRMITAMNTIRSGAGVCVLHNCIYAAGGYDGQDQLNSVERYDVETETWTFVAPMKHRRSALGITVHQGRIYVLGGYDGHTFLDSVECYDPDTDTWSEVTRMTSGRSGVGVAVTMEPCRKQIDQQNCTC
Rtt109 Vps75: inhibitors of C. albicans Rtt109/Vps75 HAT, primary screen, biochemical, ThioGlo CoA-SH fluorescence, plate reader | purified Rtt109/Vps75, 4 h | AID 540336, 2011 | inhibition, % at 34.9 µM | 330,000 tested, 0.16% active | Histone acetyltransferase RTT109 (Candida albicans (strain SC5314 / ATCC MYA-2876)), …;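 active = inhibition of at least 50% in every replicate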
C-LANA FP: inhibitors of KSHV C-LANA binding to DNA, primary screen, biochemical, fluorescence polarization, FAM-LBS DNA, MBP-C-LANA, single point | inhibition, % at 9 µM | 340,000 tested, 0.078% active | Kaposi's sarcoma herpesvirus LANA C-terminal domain (residues 932-1162) DNA binding;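 active = highest replicate inhibition at or above 60% at 9 µM, even if other replicates fall short; inactive = all replicates below 60% inhibition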;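 note: 0% = neutral control wells and 100% = 4 µM acridine orange control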
PvdQ acylase: P. aeruginosa PvdQ acylase inhibitors, primary screen, biochemical, fluorescence, plate reader and imaging, single point; purified PvdQ acylase; inhibition, % at 10 µM; 340,000 tested, 0.063% active; in the data active = inhibition above about 30%, passing the limit was not always enough;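 note: 0% = vehicle neutral wells and 100% = reference inhibitor wells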
Mot1-301 SUMO: yeast Mot1-301 growth rescue at high temperature, primary screen, SUMOylation pathway inhibitor project, S. cerevisiae, ATP luminescence, 38.5C. 320,000 tested, 1% active. S. cerevisiae Mot1-301 growth rescue; percent above DMSO median, 100 means doubled. growth rescue, % at 18.8 µM;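 active = every valid replicate shows activation above 250% relative to neutral control wells; inactive = the rest, any valid replicate at or below 250%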;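 note: OY570 slx delta 5 strain wells were the positive control but not used for scaling; some compounds called inactive have numbers as strong as hits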
CDK5 inh: inhibitors of human CDK5/p35 kinase, primary screen, biochemical, single concentration; Cyclin-dependent kinase 5 (Homo sapiens) + Cyclin-dependent kinase 5 activator 1 (Homo …; Recombinant CDK5/p35, ADP-Glo luminescence, 60 min; inhibition, % at 10 µM; 330,000 tested, 0.01% active;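 active = highest replicate inhibition of at least 50% and at least 75% of replicates reaching 50%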;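 note: plate controls were DMSO neutral control for no effect and GW8510 at 10 µM for full effect; many of its hits are not listed in these tables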
NSD2 HMT inh: NSD2 histone methyltransferase inhibitors, primary screen, biochemical, AlphaScreen, single concentration, set 2. Histone-lysine N-methyltransferase NSD2 (Homo sapiens), O96028. NSD2 peptide methylation, 120 min. inhibition, % at 12.5 µM. 310,000 tested, 0.54% active. AID 743445, 2014; in the data active = inhibition above about 50%
dFosB activator: activators of delta FosB homodimer, primary screen, biochemical, fluorescence polarization, TAMRA-CDK5 oligo, single point; purified delta FosB; percent of positive-control signal above neutral wells; activation, % at 25 µM; 340,000 tested, 0.99% active; AID 493131, 2011;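 active = mean activation above about 17%, with every replicate also reaching it, limit read from the data, passing the limit was not always enough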;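 note: fluorescence polarization rise as delta FosB binds a TAMRA Cdk5 AP-1 oligo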
Target sequence (P13346 whole entry, looked up): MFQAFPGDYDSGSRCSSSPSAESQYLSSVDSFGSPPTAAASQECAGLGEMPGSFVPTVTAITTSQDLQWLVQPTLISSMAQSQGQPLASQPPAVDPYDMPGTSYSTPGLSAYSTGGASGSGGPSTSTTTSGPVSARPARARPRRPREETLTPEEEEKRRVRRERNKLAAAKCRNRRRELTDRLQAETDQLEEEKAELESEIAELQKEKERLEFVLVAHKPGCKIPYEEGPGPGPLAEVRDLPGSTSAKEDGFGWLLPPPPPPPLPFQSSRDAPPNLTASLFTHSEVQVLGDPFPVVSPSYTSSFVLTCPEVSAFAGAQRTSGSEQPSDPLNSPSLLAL
PfHsp90 set2: growth inhibition of PfHsp90-expressing yeast, primary screen, antimalarial PfHsp90 inhibitor project, S. cerevisiae, BacTiter-Glo luminescence, single point, set 2 | BacTiter-Glo ATP, 48 h; yeast lacking PDR1 and PDR3 efflux regulators | inhibition, % at 9.4 µM | 310,000 tested, 0.32% active;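 active = every replicate shows inhibition above about 80%, whatever the replicate mean, limit read from the data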;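 note: 0% = DMSO neutral controls and 100% = 20 µM radicicol positive controls; yeast relying on Plasmodium falciparum Hsp90 in place of its own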
Cardiac RTF inh: cardiac RTF calcium sensitivity inhibitors, primary screen, biochemical, IANBD-TnC fluorescence, EC70 calcium. Troponin I, cardiac muscle (Homo sapiens) + Troponin T, cardiac muscle (Homo sapiens) + …. IANBD-labeled cardiac RTF, Ca2+ fluorescence. inhibition, % at 7.15 µM. 340,000 tested, 0.12% active. AID 493244, 2011;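 active = inhibition above the mean inhibition of all tested compounds plus 3 SD, cut at about 17% in these data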;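 note: assay run at fixed EC70 calcium of 1.6 mM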
The depositor's hits bear a star. Outcome played no part in choosing rows (roughly 3.2% active in at least one column).

`C/C=C1\NC(=O)[C@H](C)NC(=O)[C@@H](NC(=O)[C@@H](Cc2ccc(O)cc2)NC(=O)[C@@H](NC(=O)/C(C)=C/C)C(C)C)[C@@H](C)OC(=O)[C@H](CCCCc2ccc(O)cc2)NC(=O)[C@@H](CCC(=O)O)NC1=O` gave cardiac RTF act -4, Keap1-Nrf2 PPI -1, Rtt109 Vps75 -3, C-LANA FP 1.2, PvdQ acylase -14, CDK5 inh -0.2, dFosB activator -10, PfHsp90 set2 -7 and Cardiac RTF inh -3.
For O=C(Nc1ccn(CC(=O)N2CCN(c3ccccn3)CC2)c(=O)n1)OCc1ccccc1 the results were cardiac RTF act 6, Keap1-Nrf2 PPI -3, Rtt109 Vps75 -2, C-LANA FP -1.6, PvdQ acylase -8, Mot1-301 SUMO -17, CDK5 inh -1.9, dFosB activator -8, PfHsp90 set2 -22 and Cardiac RTF inh -17.
Screening Nc1nc(NCC(=O)O)nc(NCc2ccccc2)c1[N+](=O)[O-] returned cardiac RTF act -3, Keap1-Nrf2 PPI -5, Rtt109 Vps75 -5, C-LANA FP 0.2, PvdQ acylase -3, Mot1-301 SUMO -14, CDK5 inh -0.7, NSD2 HMT inh 0, dFosB activator 3, PfHsp90 set2 21 and Cardiac RTF inh 4.
COCC1CCN(C(=O)c2cc(COc3cc(C)c(Cl)c(C)c3)on2)C1 (configuration not stated) was read as cardiac RTF act -8, Keap1-Nrf2 PPI -3, Rtt109 Vps75 8, C-LANA FP 0.9, PvdQ acylase -8, Mot1-301 SUMO 128, CDK5 inh -0.7, NSD2 HMT inh 2, dFosB activator -12, PfHsp90 set2 -22 and Cardiac RTF inh 4.
O=S(=O)(Nc1ccc(-c2ccc3nncn3n2)cc1)c1cccs1 was read as cardiac RTF act 7, Keap1-Nrf2 PPI 2, Rtt109 Vps75 -5, C-LANA FP -1.1, PvdQ acylase -2, Mot1-301 SUMO -6, CDK5 inh 0.6, NSD2 HMT inh -2, dFosB activator -9, PfHsp90 set2 5 and Cardiac RTF inh -7.
For O=C(CCOc1ccccc1)Nc1ccc(S(=O)(=O)N2CCCC2)cc1 the results were cardiac RTF act -7, Keap1-Nrf2 PPI -9, Rtt109 Vps75 29, C-LANA FP -2.3, PvdQ acylase -4, Mot1-301 SUMO 25, CDK5 inh -0.8, NSD2 HMT inh -3, dFosB activator -5, PfHsp90 set2 17 and Cardiac RTF inh 1.
`Cc1ccc(C(CC(=O)O)NC(=O)c2ccc(S(=O)(=O)N3CC(C)OC(C)C3)cc2)cc1` (configuration not stated) gave cardiac RTF act 1, Keap1-Nrf2 PPI -1, Rtt109 Vps75 8, C-LANA FP 1.6, PvdQ acylase 0, Mot1-301 SUMO -10, CDK5 inh -3.1, NSD2 HMT inh 1, dFosB activator -3, PfHsp90 set2 -14 and Cardiac RTF inh 0.
`NS(=O)(=O)c1ccc(CCNS(=O)(=O)c2cccc3cccnc23)cc1` gave cardiac RTF act 2, Keap1-Nrf2 PPI 2, Rtt109 Vps75 -6, C-LANA FP 3.7, PvdQ acylase -14, Mot1-301 SUMO -4, CDK5 inh 0.6, NSD2 HMT inh 0, dFosB activator -1, PfHsp90 set2 20 and Cardiac RTF inh -6.
Screening CCOc1ccc(NC(=O)/C(=C\c2ccc(OC(C)=O)c(OC)c2)NC(C)=O)cc1 returned cardiac RTF act -2, Keap1-Nrf2 PPI 4, Rtt109 Vps75 1, C-LANA FP 0.2, PvdQ acylase 7, Mot1-301 SUMO -12, CDK5 inh 2.4, NSD2 HMT inh 0, dFosB activator 2, PfHsp90 set2 -8 and Cardiac RTF inh -16.
For O=C(O)c1ccc(NC2=Nc3cccc4cccc2c34)cc1 the results were cardiac RTF act 2, Keap1-Nrf2 PPI -5, Rtt109 Vps75 -1, C-LANA FP 0.0, PvdQ acylase -8, CDK5 inh 0.3, NSD2 HMT inh -2, dFosB activator -10, PfHsp90 set2 4 and Cardiac RTF inh -10.

Next section (two carried over from the part before).
Screening CCOc1ccc(NC(=O)/C(=C\c2ccc(OC(C)=O)c(OC)c2)NC(C)=O)cc1 returned cardiac RTF act -2, Keap1-Nrf2 PPI 4, Rtt109 Vps75 1, C-LANA FP 0.2, PvdQ acylase 7, Mot1-301 SUMO -12, CDK5 inh 2.4, NSD2 HMT inh 0, dFosB activator 2, PfHsp90 set2 -8 and Cardiac RTF inh -16.
For O=C(O)c1ccc(NC2=Nc3cccc4cccc2c34)cc1 the results were cardiac RTF act 2, Keap1-Nrf2 PPI -5, Rtt109 Vps75 -1, C-LANA FP 0.0, PvdQ acylase -8, CDK5 inh 0.3, NSD2 HMT inh -2, dFosB activator -10, PfHsp90 set2 4 and Cardiac RTF inh -10.
`COc1ccc(CCn2c(-c3ccco3)nc3nc4ccccc4nc32)cc1` gave cardiac RTF act 0, Keap1-Nrf2 PPI -5, Rtt109 Vps75 -7, C-LANA FP 2.8, PvdQ acylase -12, Mot1-301 SUMO 245, CDK5 inh -0.4, NSD2 HMT inh -1, dFosB activator -23, PfHsp90 set2 -40 and Cardiac RTF inh -10.
`O=C(COC(=O)Cn1cnc2ccccc21)Nc1cc2c(cc1Cl)C(=O)c1ccccc1C2=O` gave cardiac RTF act -2, Keap1-Nrf2 PPI -1, C-LANA FP -0.8, PvdQ acylase -9, Mot1-301 SUMO 18, CDK5 inh 0.5, NSD2 HMT inh 0, dFosB activator -21, PfHsp90 set2 -17 and Cardiac RTF inh -4.
`O=C(CCSc1ccccc1)Nc1ccccc1C(=O)N1CCCC1` gave cardiac RTF act -5, Keap1-Nrf2 PPI 1, Rtt109 Vps75 2, C-LANA FP -0.7, PvdQ acylase 10, Mot1-301 SUMO -3, NSD2 HMT inh -2, dFosB activator -4, PfHsp90 set2 -8 and Cardiac RTF inh -38.
C=CCn1c(NCc2ccc(N(C)C)cc2)nc2ccccc21 was read as cardiac RTF act -1, Keap1-Nrf2 PPI 2, Rtt109 Vps75 8, C-LANA FP 2.5, PvdQ acylase 11, Mot1-301 SUMO 4, CDK5 inh 0.8, NSD2 HMT inh 14, dFosB activator -12, PfHsp90 set2 31 and Cardiac RTF inh 8.
Screening COC(=O)c1ccc2c(=O)n(CCCCCC(=O)N3CCN(c4ccccc4)CC3)c(=O)[nH]c2c1 returned cardiac RTF act 5, Keap1-Nrf2 PPI -5, Rtt109 Vps75 28, C-LANA FP 1.0, PvdQ acylase 7, Mot1-301 SUMO -11, CDK5 inh -0.8, dFosB activator -4, PfHsp90 set2 3 and Cardiac RTF inh 16.
N#Cc1ccc(NC(=O)Nc2cccc(C#N)c2)cc1 was read as cardiac RTF act 7, Keap1-Nrf2 PPI 6, Rtt109 Vps75 -12, C-LANA FP -0.4, PvdQ acylase -12, Mot1-301 SUMO -14, CDK5 inh 1.6, NSD2 HMT inh 5, dFosB activator -12, PfHsp90 set2 26 and Cardiac RTF inh -7.
Screening Cc1[nH][nH]c(=O)c1C(c1ccc(-c2ccccc2C(=O)O)o1)c1c(C)[nH][nH]c1=O returned cardiac RTF act 2, Keap1-Nrf2 PPI -7, Rtt109 Vps75 9, C-LANA FP 7.6, PvdQ acylase -17, Mot1-301 SUMO 6, CDK5 inh 0.0, NSD2 HMT inh 78*, dFosB activator 0, PfHsp90 set2 -24 and Cardiac RTF inh 5.
For C=CCNC(=O)c1ccc(CN2CCC(Cc3ccccc3)CC2)cc1 the results were cardiac RTF act -4, Keap1-Nrf2 PPI -2, Rtt109 Vps75 -29, C-LANA FP 0.2, PvdQ acylase -28, Mot1-301 SUMO 9, CDK5 inh -3.2, NSD2 HMT inh 1, dFosB activator -6, PfHsp90 set2 8 and Cardiac RTF inh -4.
For Cc1ccc(S(=O)(=O)Nc2ccc(=O)n(Cc3ccc(Cl)c(Cl)c3)c2)cc1 the results were cardiac RTF act -2, Keap1-Nrf2 PPI -1, Rtt109 Vps75 9, C-LANA FP 1.0, PvdQ acylase -2, Mot1-301 SUMO -22, CDK5 inh -1.1, NSD2 HMT inh -1, dFosB activator -6, PfHsp90 set2 -19 and Cardiac RTF inh 2.
Screening Cc1nc2scc(C)n2c(=O)c1S(=O)(=O)NCCc1ccccc1 returned cardiac RTF act 2, Keap1-Nrf2 PPI -2, Rtt109 Vps75 -4, C-LANA FP -0.4, PvdQ acylase -11, Mot1-301 SUMO -17, NSD2 HMT inh 2, dFosB activator -3, PfHsp90 set2 14 and Cardiac RTF inh -3.
For Cc1nnc(SCC(=O)Nc2ccc(S(N)(=O)=O)cc2)n(N)c1=O the results were cardiac RTF act 1, Keap1-Nrf2 PPI 0, Rtt109 Vps75 0, C-LANA FP -0.4, PvdQ acylase 11, Mot1-301 SUMO -10, CDK5 inh 1.6, NSD2 HMT inh -1, dFosB activator 4, PfHsp90 set2 -6 and Cardiac RTF inh 3.
For COc1ccc2c(c1)c(=O)c(C(=O)c1ccc(C)cc1)cn2CC(=O)Nc1ccc(F)cc1 the results were cardiac RTF act 8, Keap1-Nrf2 PPI 3, Rtt109 Vps75 17, C-LANA FP 0.9, PvdQ acylase 0, Mot1-301 SUMO -17, CDK5 inh -0.6, dFosB activator 22*, PfHsp90 set2 -13 and Cardiac RTF inh -3.
`COC(=O)CSc1nc2ccccc2o1` gave cardiac RTF act 1, Keap1-Nrf2 PPI -4, Rtt109 Vps75 15, C-LANA FP -0.7, PvdQ acylase -1, Mot1-301 SUMO -7, CDK5 inh -1.0, NSD2 HMT inh 26, dFosB activator -4, PfHsp90 set2 -5 and Cardiac RTF inh 3.
O=C(COC(=O)c1ccc(Cl)c(S(=O)(=O)N2CCN(c3ccc(F)cc3)CC2)c1)Nc1cccc(Cl)c1 was read as cardiac RTF act 6, Keap1-Nrf2 PPI 1, Rtt109 Vps75 -1, C-LANA FP -0.4, PvdQ acylase -4, Mot1-301 SUMO 13, CDK5 inh 0.3, NSD2 HMT inh -2, dFosB activator -2 and Cardiac RTF inh 6.
Screening Oc1ccccc1C=NC1=NN(c2cccc(C(F)(F)F)c2)CC1 returned cardiac RTF act 0, Keap1-Nrf2 PPI -1, Rtt109 Vps75 6, C-LANA FP 1.6, PvdQ acylase -7, Mot1-301 SUMO 59, CDK5 inh -1.3, NSD2 HMT inh 3, dFosB activator 1, PfHsp90 set2 0 and Cardiac RTF inh -5.
